Bioassay records deposited in PubChem BioAssay by Broad Institute.
RAD54 inh: inhibitors of human RAD54 branch migration; Q92698; RAD54 Holliday junction branch migration, FAM/BHQ fluorescence; inhibition, % at 10.4 µM; 360,000 compounds, 0.14% hits;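 active = mean normalized replicate activity at least 40 and at least half of replicates scoring 40 or more; inconclusive = only one of the two criteria met; inactive = mean below 40 and under half of replicates reaching 40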;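 note: 0% = median of neutral control wells and 100% = median of positive control wells; inhibitors cause a drop in the FAM fluorescence signal; in these data hits start at about 50%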
ERAP1 HTS inh: blocks human ERAP1 aminopeptidase activity; Q9NZ08; recombinant ERAP1, Leu-AMC fluorescence, 60 min; inhibition, % at 10.7 µM; 340,000 compounds, 0.15% hits; AID 652197;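 active = mean replicate inhibition of at least 30%, or all replicates individually reaching that 30% level; inactive = mean below 30% and not every replicate reaching it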;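 note: 0% = neutral control wells and 100% = L-leucinethiol positive control wells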
E-selectin induc: induces E-selectin expression in human endothelial cells; 260,000 compounds, 0.37% hits; HUVEC E-selectin immunofluorescence imaging; normalized: neutral wells 0, TNF-alpha wells 100; activation, % at 7.58 µM; P16581;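 active = mean E-selectin-positive cell signal at least 10% of the positive control, reached in at least 60% of replicates, without over 20% cell loss; inconclusive = no rule given, readout overlaps actives, possibly toxicity-flagged; inactive = the rest, including those meeting only one limit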;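 note: in these data hits start at about 27%; measured in HUVEC primary endothelial cells; signal is the percent of cells scored E-selectin positive by PE staining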
Target sequence (P16581 whole entry, looked up): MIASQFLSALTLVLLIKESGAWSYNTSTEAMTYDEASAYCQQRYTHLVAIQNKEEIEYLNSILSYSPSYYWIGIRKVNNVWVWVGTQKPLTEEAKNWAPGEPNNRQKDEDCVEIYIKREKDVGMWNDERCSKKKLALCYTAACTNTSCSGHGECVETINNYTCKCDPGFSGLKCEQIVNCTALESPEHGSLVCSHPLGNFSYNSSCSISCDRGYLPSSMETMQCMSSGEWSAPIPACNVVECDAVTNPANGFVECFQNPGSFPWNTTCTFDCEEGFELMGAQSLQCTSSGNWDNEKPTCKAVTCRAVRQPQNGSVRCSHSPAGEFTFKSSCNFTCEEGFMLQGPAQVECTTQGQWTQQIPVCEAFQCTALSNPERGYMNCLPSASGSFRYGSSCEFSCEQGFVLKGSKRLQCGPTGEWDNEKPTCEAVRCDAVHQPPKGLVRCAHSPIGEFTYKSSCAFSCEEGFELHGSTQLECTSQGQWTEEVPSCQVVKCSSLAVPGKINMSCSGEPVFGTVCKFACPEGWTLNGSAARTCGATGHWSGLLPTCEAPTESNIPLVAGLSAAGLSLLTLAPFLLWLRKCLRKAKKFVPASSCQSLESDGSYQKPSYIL
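material = human umbilical vein endothelial cells (HUVEC), E-selectin induction | quantity = 3,000 cells/well | medium = EGM-2 growth medium on 0.1% gelatin-coated wells | technique = immunofluorescence imaging | read-out basis = % PE-positive cells | control set = TNF-alpha positive control, DMSO neutral control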
Cneo AK release: causes C. neoformans cell lysis. adenylate kinase release luminescence, 4 h; normalised: neutral wells 0, clomiphene wells 100. AID 651654. lysis activity, % at 15 µM. 360,000 compounds, 0.2% hits;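 active = mean lysis activity across replicates of at least 80%, whatever share of replicates individually reach that level; inactive = mean lysis activity below 80%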
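Material – Cryptococcus neoformans yeast cells · Quantity – 5 × 10^6 yeast cells/mL · Buffer or medium – YPD medium · Compound – single dose · Timing – 4 h static compound exposure, 37 °C, read 1 h post-reagent · Signal – adenylate kinase release luminescence · Read-out basis – lysis from increased AK signal · Benchmarks – Clomiphene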
miR122 inh: inhibitors of miR-122 in Huh7 cells | activation (reporter increase), % at 12.5 µM | Huh7 miR-122 Renilla luciferase sensor, 48 h; neutral wells = 0, positive control = 100 | 340,000 compounds, 0.3% hits;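 active = mean replicate activation score at least 90 and every replicate individually at or above 90; inconclusive = only one of the two criteria met; inactive = neither criterion met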;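 note: higher luciferase means less miR-122 activity so hits act as miR-122 inhibitors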
PglD DTNB: inhibitors of Campylobacter jejuni PglD acetyltransferase. purified PglD enzyme, DTNB colorimetric CoA detection. inhibition, % at 12.5 µM. 360,000 compounds, 0.098% hits; in the data active = inhibition above about 16%, passing the limit was not always enough; inconclusive = no clear call, values can overlap the other calls; note: strong numbers were not always called active
PGC1a acetyl inh: lowers PGC1a acetylation signal in U2OS cells; AID 651687; 350,000 compounds, 0.17% hits; AlphaScreen anti-acetyl-lysine; with virally co-expressed GCN5 acetyltransferase; inhibition, % at 15.6 µM;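 active = every replicate shows inhibition of at least 40%; inconclusive = mean inhibition at least 40% but some replicate below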;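 note: 0% = neutral control wells and 100% = positive control wells; some results beyond the cut were filed as inactive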
RAD52 anneal inh: RAD52 (human) annealing inhibition. AID 651710. recombinant RAD52 DNA annealing, FRET fluorescence. P43351. inhibition, % at 18.7 µM. 360,000 compounds, 0.46% hits;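 active = every replicate showing at least 50% inhibition; inconclusive = mean inhibition at least 50% but not in every replicate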
Target sequence (P43351 whole entry, looked up): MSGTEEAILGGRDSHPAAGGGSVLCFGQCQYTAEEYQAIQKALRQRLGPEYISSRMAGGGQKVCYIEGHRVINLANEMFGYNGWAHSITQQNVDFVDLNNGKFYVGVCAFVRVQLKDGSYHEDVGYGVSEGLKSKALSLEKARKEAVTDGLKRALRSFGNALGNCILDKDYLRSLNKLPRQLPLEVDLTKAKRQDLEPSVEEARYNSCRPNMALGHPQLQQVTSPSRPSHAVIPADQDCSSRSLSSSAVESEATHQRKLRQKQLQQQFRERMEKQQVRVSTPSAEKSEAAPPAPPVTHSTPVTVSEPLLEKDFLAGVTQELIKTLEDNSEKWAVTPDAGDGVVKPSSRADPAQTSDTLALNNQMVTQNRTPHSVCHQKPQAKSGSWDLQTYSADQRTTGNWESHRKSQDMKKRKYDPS
* = called active by the depositor; ? = inconclusive; . = no result given; [ ] = another dose, or the depositor's remark.

SMILES,RAD54 inh,miR122 inh,PglD DTNB,RAD52 anneal inh,E-selectin induc,PGC1a acetyl inh,ERAP1 HTS inh,Cneo AK release
COCCNC(=O)C[C@@H]1CC[C@@H]2[C@H](COC[C@@H](O)CN2C(=O)c2cc(Cl)cc(Cl)c2)O1,9,0[16.7 µM],5,5,0.0,-3,-1,0
CCC(=O)Nc1ccc2c(c1)C(=O)N(C)[C@@H]1CC[C@@H](CC(=O)N[C@H](C)c3ccccc3)O[C@H]1CO2,-1,4[16.7 µM],2,3,0.0,-3,2,11
CC(Cl)C(=O)c1c(N)n(C)c(=O)n(C)c1=O (configuration not stated),.,-4,.,-2,.,8,-1,.
COc1ccc(CC(=O)OCC(=O)Nc2ccc3c(c2)OCO3)cc1OC,.,0,.,-10,0.7,15,-3,.
COc1ccc(OC)c(C(O)c2ncc(-c3cccc(C(F)(F)F)c3)[nH]2)c1 (configuration not stated),3,0,-4,-9,-0.1,.,-2,-1
COc1cccc(C#Cc2ccc3c(c2)[C@H]2[C@H](CCN2S(=O)(=O)c2ccccc2)[C@H](CO)N3)c1,4,-1[16.7 µM],2,15,5.2,-3,3,-2
COc1ccccc1C(=O)NNC1=NS(=O)(=O)c2ccccc21,-9,.,-4,14,0.8,.,8,-1
COC(=O)c1cc(-c2ccc(OC)cc2)n[nH]1,-1,-1,3,-12,0.8,4,0,2
COc1cccc(N2CC(C(=O)Nc3c(C)cccc3C)CC2=O)c1 (configuration not stated),5,-7,-4,.,.,24,.,-1
COc1ccc(-c2cccc(CCC(=O)N3CCN(c4cc(C)ccc4C)CC3)c2)cc1,-3,-2,1,-10,-0.1,-4,-3,6
Cn1c(=O)c(C(=O)NCCc2ccccc2)c(O)c2ccccc21,-4,6,-9,-12,.,9,0,-2
S=P(N1CC1)(N1CC1)N1CC1,9,-3,2,-6,-0.3,1,53*,1
COc1cccc(OCC(=O)NC2CCS(=O)(=O)C2)c1 (configuration not stated),-6,1,-2,-3,.,.,-1,1
CCC(C)[C@H](NC(=O)NCc1ccc(F)cc1)C(=O)O (some centres not stated),12,4,-3,-4,4.6,-2,1,-9
C[C@H]1CN([C@@H](C)CO)S(=O)(=O)c2ccc(C#Cc3ccccc3)cc2O[C@@H]1CN(C)S(=O)(=O)c1ccccc1F,0,22[16.7 µM],2,-20,-0.1,-4,-1,1
CCCCOC(=O)Nc1cc(C(=O)OC)ccc1C(=O)OC,-11,-8,0,.,.,-4,.,2
Cc1ccc(-c2nnn(CC(=O)N3CCN(c4nc5ccccc5s4)CC3)n2)cc1,-7,3,-4,.,.,-1,.,1
COc1ccccc1C#Cc1ccc2c(c1)O[C@H](CN(C)Cc1ccccc1)[C@@H](C)CN([C@@H](C)CO)S2(=O)=O,-5,28[16.7 µM],-2,-6,0.0,-12,2,3
O=[N+]([O-])c1cccc(N/N=C/c2cccc(O)c2O)c1,.,.,.,2,-4.0,11,1,.
Nc1c(C(=O)c2ccccc2)oc2ccc([N+](=O)[O-])cc12,.,.,.,4,1.2,13,-2,.
CC(=O)N1[C@@H](CO)[C@@H](c2ccc(-c3ccc(F)cc3)cc2)[C@@H]1CNC(=O)C1CC1,3,21[16.7 µM],-2,.,0.2,-3,.,-1
O=C(COC(=O)c1c(Cl)cccc1Cl)Nc1cccc(S(=O)(=O)NC2=NCCCCC2)c1,0,-2,-1,5,.,-8,1,2
c1ccc(-c2ccccc2-n2cnnn2)cc1,-9,-2,-3,.,.,.,.,9
N#C/C=C1\Sc2ccccc2C(=O)N1CC(=O)N1CCN(S(=O)(=O)c2ccccc2)CC1,-2,0,-3,.,.,.,.,0
Cc1noc(C)c1NC(=O)Nc1ccc2c(c1)CC(=O)N([C@H](C)CO)C[C@@H](C)[C@@H](CN(C)Cc1ccc(C(=O)Nc3ccccc3N)cc1)O2,.,.,.,9,-2.0,-23,-2,.
CCN(Cc1ccccc1)C(=O)c1cccc(S(=O)(=O)N2CCN(c3ccccc3)CC2)c1,14,2,-3,-18,2.0,-18,0,0
Cc1ccc(S(=O)(=O)NCc2ccccc2)cc1,4,31,4,-11,.,5,-1,-2
CC(C(=O)NC(N)=O)N1C(=O)NC(c2ccccc2)(c2ccccc2)C1=O (configuration not stated),-11,3,5,-17,-0.2,-4,0,0
C[C@@H]1CN([C@@H](C)CO)C(=O)c2cc(-c3ccncc3)cnc2O[C@@H]1CN(C)S(=O)(=O)c1ccc(F)cc1,-19,7[16.7 µM],9,17,?,-6,-1,13
Cc1ccc(NC(=S)NC(NC(=O)c2ccco2)C(Cl)(Cl)Cl)cc1 (configuration not stated),-4,2,0,.,.,-12,.,0
CCCn1nnnc1NCc1ccc(OC)cc1,-8,-3,-4,-11,-0.1,.,.,3
C[C@H]1CN([C@@H](C)CO)C(=O)c2cc(NS(=O)(=O)c3cn(C)cn3)ccc2O[C@@H]1CN(C)CC1CC1,0,0[16.7 µM],1,-9,-0.5,-10,-2,49
CCc1ccccc1NC(=O)CNC(=O)CCc1nc2sc3c(c2c(=O)[nH]1)CCCC3,-5,4,7,-58,.,6,3,-1
O=C1COc2ccc(C(=O)CSc3ccccc3C(=O)O)cc2N1,-15,24,-6,-18,4.8,0,.,-9
COC(=O)C1=C(N)OC2=C(C(=O)CC(C)(C)C2)C1c1ccoc1 (configuration not stated),0,-7,-1,.,.,4,.,1
COc1ccc(C(=O)/C=C2/C(=O)Nc3ccccc32)cc1,10,-1,2,6,0.1,-9,-1,-4
CC(OC(=O)c1nn(C)c(=O)c2ccccc12)C(=O)NC1CCCCC1C (configuration not stated),0,0,-9,-3,-0.6,0,2,2
N#CC(C#N)=Cc1ccc(NC(=O)c2ccc(Br)cc2)cc1,-8,-3,4,-50,-0.3,2,0,-2
C[C@H]1CN([C@@H](C)CO)C(=O)c2cccc(NS(=O)(=O)c3ccc(F)cc3)c2O[C@@H]1CN(C)CC1CCCCC1,0,65[16.7 µM],-11,-7,-0.4,-2,1,-2
COc1ccc(/C=C/C(=O)NC(=S)NNC(=O)c2ccco2)cc1OC,7,-9,-1,-9,1.6,-12,.,2
Cc1ccccc1CSCCNC(=O)CSCc1ccc([N+](=O)[O-])cc1,-21,-1,1,.,-2.0,.,.,3
C(=N\c1nccs1)/c1c[nH]c2ccccc12,-3,5,7,.,.,3,.,0
COc1ccc(-c2ccc3c(c2)[C@H]2[C@H](CCN2S(=O)(=O)c2ccccc2C)[C@H](CO)N3)cc1,4,19[16.7 µM],0,.,-0.8,-4,.,7
O=C(C[C@H]1CC[C@H]2[C@@H](COC[C@@H](O)CN2Cc2ccc(Oc3ccccc3)cc2)O1)Nc1nccs1,7,-15[16.7 µM],1,-12,0.1,2,0,3
NC(=O)c1ccc(NC(=O)c2ccc(CN3CCOCC3)cc2)cc1,2,-5,0,.,.,-11,.,0
c1csc(Cc2nc3ccccc3[nH]2)c1,-14,0,4,-13,.,11,0,1
C[C@@H]1CCCCO[C@H](CN(C)Cc2ccc(C(=O)O)cc2)[C@@H](C)CN([C@@H](C)CO)C(=O)c2cc(NC(=O)Nc3ccc4c(c3)OCO4)ccc2O1,4,4[16.7 µM],0,17,0.0,7,1,-1
COc1ccc(NC(=O)c2ccco2)cc1NC(=O)c1ccccc1,-15,1,4,-21,.,0,-6,4
O=Cc1[nH]c2ccccc2c1N(C(=O)CCl)c1ccc([N+](=O)[O-])cc1,4,-2,3,-3,.,15,0,1
Cc1cc(C)c(NC(=O)CNC(=O)COC(=O)C2=COCCO2)c(C)c1,.,1,.,4,.,20,2,.
CCOC(=O)C1(C)CCCN(C(=O)c2ccc(F)c(Cl)c2)C1 (configuration not stated),-2,-2,-3,-4,.,-7,-1,-3
O=C(Nc1ccccc1)SC1CCCCC1,3,-6,1,-17,-0.1,-1,2,-5
CCCCC1CCCC12NC(=O)NC2=O (configuration not stated),-1,-8,3,-2,2.4,10,.,0
Cc1nn(C)c(C)c1S(=O)(=O)N(CC(=O)NCCCN1CCC(C)CC1)c1ccc(C(C)C)cc1,0,-7,0,-3,.,8,-3,-2
Cc1cc(C(=O)OCC(=O)NNC(=O)c2cccs2)ccc1[N+](=O)[O-],8,-3,-3,-5,0.7,-9,-1,.
C[C@@H]1CN([C@H](C)CO)C(=O)c2cc(NS(=O)(=O)c3cccs3)ccc2O[C@H]1CN(C)Cc1ccc2c(c1)OCO2,2,9[16.7 µM],0,-14,0.0,11,-2,1
CCCc1nc2c(s1)CCc1onc(-c3ccc(Br)cc3)c1-2,-13,5,-1,-9,-0.2,-9,-2,-4
CCN1CCCC1CNC(=O)Cn1cnc2ccc(S(=O)(=O)N3CCC(C)CC3)cc2c1=O (configuration not stated),6,-1,2,.,.,-3,.,2
COc1ccc(-n2c(C)c(C(C)=O)c3cc(O)ccc32)cc1,5,8,7,.,.,35,.,0
O=C1CC(Sc2ccc(Cl)cc2)C(=O)N1Cc1ccncc1 (configuration not stated),-13,-1,-2,3,-0.2,.,1,1

Record cards, as listed above:
CC(OC(=O)c1nn(C)c(=O)c2ccccc12)C(=O)NC1CCCCC1C (configuration not stated) is listed as RAD54 inh = 0; miR122 inh = 0; PglD DTNB = -9; RAD52 anneal inh = -3; E-selectin induc = -0.6; PGC1a acetyl inh = 0; ERAP1 HTS inh = 2; Cneo AK release = 2
Cc1ccccc1CSCCNC(=O)CSCc1ccc([N+](=O)[O-])cc1 is listed as RAD54 inh = -21; miR122 inh = -1; PglD DTNB = 1; RAD52 anneal inh = .; E-selectin induc = -2.0; PGC1a acetyl inh = .; ERAP1 HTS inh = .; Cneo AK release = 3

New compounds follow:
SMILES,RAD54 inh,miR122 inh,PglD DTNB,RAD52 anneal inh,E-selectin induc,PGC1a acetyl inh,ERAP1 HTS inh,Cneo AK release
N#CCCN(C(=O)CN1c2cccc3cccc(c23)S1(=O)=O)c1ccccc1,3,1,-8,-45,0.1,14,0,8
C[C@H]1CN([C@@H](C)CO)C(=O)c2cc(NC(=O)CCC(F)(F)F)ccc2O[C@H]1CN(C)Cc1ccncc1,-4,1[16.7 µM],1,-1,2.9,18,5,0
COc1ccc(CC(=O)N2N=C(C)CC2(O)c2cccnc2)cc1OC (configuration not stated),4,-6,-4,-14,3.3,20,-1,2
CCOc1ccccc1CN1CCN(CCCc2ccccc2)CC1CCO (configuration not stated),1,.,-1,-4,.,.,-12,3
Cc1cc([N+](=O)[O-])cc2c1NC(=O)C2(O)N1CCOCC1 (configuration not stated),9,.,-4,-13,.,.,13,-1
C[C@@H]1CN([C@H](C)CO)C(=O)c2ccccc2-c2ccccc2CO[C@@H]1CN(C)S(=O)(=O)c1cccs1,-2,.,2,-5,-0.1,-6,-5,-2
CCc1cc2c(=O)c(-c3cscn3)coc2c(CN(C)C)c1O,-6,2,3,.,.,6,.,9
C=CCN(c1ccc(C(=O)NCCCn2ccnc2)cc1)S(C)(=O)=O,-2,2,-3,-3,.,-5,1,1
